Screening data from PubChem.
PfM18AAP inh = blocks P. falciparum M18 aspartyl aminopeptidase; AID 1822; recombinant PfM18AAP, H-Glu-NHMec fluorogenic cleavage; inhibition, % at 7.35 µM; hit rate 1.2% among 290,000;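 active = inhibition above the campaign mean inhibition over all tested compounds plus 3 SD, cut at about 28% in these data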;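 also: 0% = plate median of test compound wells and 100% = 2 mM ZnCl2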
IDE inh = inhibits human insulin-degrading enzyme in HEK cells; FAbetaB cleavage, fluorescence polarization; inhibition, % at 5.59 µM; P14735; hit rate 0.41% among 320,000;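 active = percent inhibition above the average of all tested compounds plus 3 SD, set per screening campaign, cut at about 16% in these data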;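 also: IDE supplied by intact live HEK cells; FP after avidin binding of uncleaved biotin substrate so inhibition keeps polarization high; 0% = DMSO wells and 100% = 60 µM reference IDE inhibitor Ii1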
IDE act = boosts human insulin-degrading enzyme activity in HEK cells. FAbeta-B cleavage, fluorescence polarization; 0% vehicle, 100% cell-free pure enzyme wells. activation, % at 5.96 µM. P14735. hit rate 0.073% among 340,000;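 active = activation above the mean of all tested compounds plus 3 SD, set per screening campaign, cut at about 17% in these data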
MEKK2 mut-MEK5 = signal of MEK5 binding to mutant human MEKK2 PB1 domain | bead flow cytometry, Alexa488-MEK5 binding to MEKK2 mutant | hit rate 0.35% among 290,000 | AID 1530 | percent response, % at 10 µM; in the data active = percent response above about 24%, passing the limit was not always enough; also: inactives centre near 1; some results filed as inactive read as strong as hits; reference of the scale not given here
UBC9 SUMO inh = blocks human SUMOylation mediated by UBC9. P63279. HTRF SUMOylation assay, SAE1/SAE2 + UBC9, in vitro. inhibition, % at 35 µM. hit rate 0.36% among 290,000; in the data active = inhibition above about 50%, passing the limit was not always enough; also: strong numbers were not always called active
NALP1 yeast inh = NALP1 inhibition; inhibition, % at 10 µM; S. cerevisiae NALP1/ASC/caspase-1 growth, X-gal OD620, 72 h; AID 2071; hit rate 0.61% among 280,000; in the data active = inhibition mostly above about 24%, no sharp cut-off; inactive = mostly below about 32%; also: some compounds called inactive have numbers as strong as hits
MEKK2 WT-MEK5 = raises or lowers MEK5 binding to wildtype human MEKK2 PB1 domain | Q9Y2U5 | bead flow cytometry, Alexa488-MEK5 binding to MEKK2 WT; actives lie on both sides | binding response (% of control), % at 10 µM | hit rate 1.1% among 290,000; in the data active = binding response below about 67% or above about 130%
p-CIP stab down = p/CIP protein destabilization; hit rate 0.01% among 290,000; F442A p/CIP-EGFP cells, EGFP fluorescence, 16 h; decrease of EGFP signal, % at 10 µM; AID 1984; Q05BA5;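 active = EGFP signal decrease of at least 30% at 10 µM or well 3 SD below plate mean, unless failing retest; inactive = the rest, including hits failing retest or dose response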; also: some compounds called inactive have numbers as strong as hits; many of its hits are not listed in these tables
Target sequence (Q05BA5 1-1403): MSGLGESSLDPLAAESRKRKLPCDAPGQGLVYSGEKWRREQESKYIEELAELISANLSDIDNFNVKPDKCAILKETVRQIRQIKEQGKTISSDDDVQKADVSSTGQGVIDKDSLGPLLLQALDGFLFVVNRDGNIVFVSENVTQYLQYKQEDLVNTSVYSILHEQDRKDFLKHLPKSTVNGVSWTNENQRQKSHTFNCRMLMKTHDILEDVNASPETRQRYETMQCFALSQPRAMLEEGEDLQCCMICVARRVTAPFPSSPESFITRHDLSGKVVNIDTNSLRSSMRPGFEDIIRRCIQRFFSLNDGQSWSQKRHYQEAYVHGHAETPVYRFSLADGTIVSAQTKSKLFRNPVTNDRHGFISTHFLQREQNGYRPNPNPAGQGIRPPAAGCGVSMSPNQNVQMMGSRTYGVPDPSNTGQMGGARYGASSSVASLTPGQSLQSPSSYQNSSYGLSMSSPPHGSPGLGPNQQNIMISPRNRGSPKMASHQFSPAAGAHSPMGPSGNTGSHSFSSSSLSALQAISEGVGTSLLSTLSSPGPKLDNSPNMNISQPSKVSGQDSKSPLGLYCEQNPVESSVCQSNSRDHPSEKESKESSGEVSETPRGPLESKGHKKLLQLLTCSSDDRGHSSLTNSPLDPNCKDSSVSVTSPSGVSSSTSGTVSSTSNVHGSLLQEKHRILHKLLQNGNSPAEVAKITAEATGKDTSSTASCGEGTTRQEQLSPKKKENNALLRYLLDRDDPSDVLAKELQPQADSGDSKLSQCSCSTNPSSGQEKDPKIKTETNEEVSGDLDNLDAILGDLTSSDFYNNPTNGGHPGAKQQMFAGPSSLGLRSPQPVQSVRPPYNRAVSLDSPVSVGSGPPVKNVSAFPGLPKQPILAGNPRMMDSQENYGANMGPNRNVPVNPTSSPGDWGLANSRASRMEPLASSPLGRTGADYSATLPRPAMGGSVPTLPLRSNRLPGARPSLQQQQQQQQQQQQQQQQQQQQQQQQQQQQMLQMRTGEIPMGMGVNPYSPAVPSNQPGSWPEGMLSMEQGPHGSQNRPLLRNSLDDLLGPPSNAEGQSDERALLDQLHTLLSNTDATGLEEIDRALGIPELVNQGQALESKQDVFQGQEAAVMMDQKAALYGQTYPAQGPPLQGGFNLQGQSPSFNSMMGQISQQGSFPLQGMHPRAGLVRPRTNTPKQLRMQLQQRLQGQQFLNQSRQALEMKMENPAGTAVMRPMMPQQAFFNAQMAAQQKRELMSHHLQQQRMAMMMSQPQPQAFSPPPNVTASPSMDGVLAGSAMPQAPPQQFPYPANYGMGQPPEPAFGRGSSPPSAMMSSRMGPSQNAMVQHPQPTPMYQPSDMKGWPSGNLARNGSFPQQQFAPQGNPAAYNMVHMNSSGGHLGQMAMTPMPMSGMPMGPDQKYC
MEKK3 PB1 HTS = modulators (inhibitors or enhancers) of MEK5 binding to human MEKK3 PB1 domain. Q99759. bead-based flow cytometry, Alexa488-MEK5 binding to MEKK3; actives lie on both sides; 0 = blocked by unlabeled MEK5, 100 = vehicle. binding response (% of control), % at 10 µM. hit rate 1.4% among 290,000. AID 1529;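 active = binding response more than 3 SD above or below the average of its plate-row segment, actives on both sides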;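 also: Alexa488 bead fluorescence after subtracting the streptavidin-only scavenger bead signal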
Numbers without * were called inactive; · = not tested or not shown. Some of the compounds tested. The share of hits here may be higher or lower than overall.

SMILES | PfM18AAP inh | IDE inh | IDE act | MEKK2 mut-MEK5 | UBC9 SUMO inh | NALP1 yeast inh | MEKK2 WT-MEK5 | p-CIP stab down | MEKK3 PB1 HTS
CCN(CC)CC(=O)NN(Cc1ccccc1)c1ccccc1 | 5 | 1 | -1 | 13 | -3 | 3 | 108 | -9 | 108
Cc1cc(OC(=O)c2ccc(Cl)cc2)cc(=O)n1C | -5 | 1 | 5 | 19 | 2 | 6 | 121 | -7 | 112
CC(=O)c1sc(NC(=O)c2ccc(Cl)cc2)nc1C | -5 | 6 | 4 | 3 | -3 | · | 106 | -9 | 111
COc1ccc(C=C2c3ccccc3C(=O)c3ccccc32)c(OC)c1 | 0 | -9 | -3 | 5 | 5 | -2 | 103 | -4 | 104
CNCc1ccccc1OCC(=O)Nc1ccccc1 | -1 | 2 | 8 | 2 | 13 | 8 | 99 | -3 | 95
O=C(N/N=C/c1ccc(Cl)cc1)c1n[nH]c2c1CCCC2 | 3 | 6 | 2 | -1 | 34 | · | 100 | -20 | 105
COC(=O)c1[nH]c2cccc(OC)c2c1NC(=O)CN1CCC(C(N)=O)(N2CCCCC2)CC1 | 9 | 2 | 3 | 6 | 12 | 28 | 108 | 6 | 103
CCOc1ccccc1-c1cc(-c2n[nH]c(=S)n2CC)c2ccccc2n1 | 18 | 7 | -19 | -2 | 31 | 22 | 90 | -8 | 87
COc1ccc(NC(=O)CCCN2C(=O)C(c3ccccc3)Oc3cccnc32)cc1OC (stereo not given) | 5 | 2 | -5 | 0 | · | -1 | 95 | -4 | 98
CCCc1ccc2oc(C(=O)N(Cc3nccn3C)C(C)C)c(C)c2c1 | -4 | 1 | -5 | 3 | 4 | -9 | 101 | 6 | 101
COc1ccc(/C=N/NC(=O)c2sccc2OCc2ccc(F)cc2)cc1OC | -6 | 5 | 8 | 3 | 26 | 4 | 105 | -11 | 105
CC(NC(=O)c1ccc(Cl)cc1)C(=O)NC1=NCCS1 (stereo not given) | -1 | 2 | -3 | 7 | 1 | 7 | 110 | 8 | 105
C/C(=N/NC(=O)CNC(=O)c1ccc2c(c1)OCO2)c1ccc2c(c1)CCCC2 | 1 | 0 | -1 | -7 | 4 | -5 | 88 | 19 | 99
CCC1CCC2(CC1)SCC(=O)N2c1ccccc1 (stereo not given) | 4 | 5 | · | 4 | -8 | 8 | 103 | -22 | 110
Nc1cc(N)cc(-c2nc3ccccc3o2)c1 | · | 2 | 5 | 5 | · | · | 106 | · | 101
CN(C)CCN(C(=O)c1ccc(S(=O)(=O)N(C)CC2CCCO2)cc1)c1nc2cc3c(cc2s1)OCO3 (stereo not given) | 6 | 7 | -1 | 10 | 17 | 24 | 114 | -8 | 106
CNNC(=O)C(=O)NNS(=O)(=O)c1ccccc1 | 1 | -3 | 0 | -12 | 13 | -28 | 86 | -10 | 87
CCCCn1c(N)c(Br)c(=O)[nH]c1=O | 2 | 2 | 2 | -14 | 14 | · | 92 | -1 | 89
CN(C)c1cccc(-c2nnc(SCCCC#N)o2)c1 | -6 | 0 | 5 | -5 | -13 | 8 | 90 | 7 | 95
CC(=O)Oc1ccc(N(C(C)=O)S(=O)(=O)c2cccs2)cc1 | 2 | -1 | 1 | 11 | 1 | · | 104 | 1 | 105
NC(=O)c1cc(C(=O)Cc2ccc(Cl)cc2)c[nH]1 | 11 | 11 | -2 | 4 | 20 | 16 | 104 | -9 | 107
O=C(NC1CC1)C1CCN(C(=O)c2ccc(Cl)cc2Cl)CC1 | 1 | -3 | -2 | 7 | -3 | 7 | 105 | -6 | 99
O=S(=O)(NN=C1CCCCCCC1)c1ccc(Br)cc1 | -5 | 9 | -1 | 4 | 15 | -13 | 111 | 5 | 105
COc1ccc(OCC(=O)O/N=C(\N)Cc2cccs2)cc1 | 1 | 4 | 0 | -2 | -15 | 12 | 95 | 0 | 94
Cc1occc1C(=O)Nc1cccc(Cl)c1Cl | -1 | 0 | 8 | 3 | -6 | -29 | 106 | 5 | 101
COC(=O)CN1C(=O)C(O)(CC(=O)c2ccc(C)cc2)c2cc(Br)ccc21 (stereo not given) | 10 | 4 | 0 | 5 | -17 | 20 | 110 | 12 | 106
CCOC(=O)c1sc(N)c(C#N)c1COC(=O)CNC(=O)c1cc(OC)c(OC)c(OC)c1 | 8 | -8 | -2 | 0 | 1 | 10 | 102 | -8 | 102
CCC1CCC(C(=O)NC(CCSC)C(=O)NCCN(CC(C)C)CC(C)C)CC1 (stereo not given) | 1 | 5 | 4 | -2 | 3 | 6 | 101 | 8 | 104
Cc1cc(C)c(C(=O)/C=C/c2ccco2)c(=O)[nH]1 | 5 | 4 | 4 | -4 | 34 | 5 | 93 | -9 | 94
COCCn1c(SCC(=O)Nc2cc(C(C)(C)C)nn2-c2ccccc2)nnc1-c1ccncc1 | -1 | 2 | 6 | 1 | -9 | -10 | 104 | 12 | 102
O=C(NCc1ccc(F)cc1)C1CCCN1C(=O)Nc1ccc(Cl)cc1 (stereo not given) | 3 | -7 | -1 | 6 | 6 | 14 | 104 | 1 | 103
CCOC(=O)CSc1nc2ccccc2c(=O)n1C | 8 | 0 | 7 | 7 | -31 | -7 | 102 | 4 | 100
COc1cc(OC)cc(C(=O)N[C@H](C(=O)OCC(=O)Nc2ccc(C(N)=O)cc2)C(C)C)c1 | -11 | 0 | -1 | -1 | 1 | 23 | 100 | -2 | 100
Cc1ccc(NC(=O)NCCc2ccc(S(N)(=O)=O)cc2)cc1 | -1 | 4 | 5 | 13 | 14 | 5 | 104 | -11 | 107
CC1CC(C)CN(CCCNC(=O)c2ccc(N3CCCC3=O)cc2)C1 (stereo not given) | -2 | -6 | 8 | 1 | -3 | 8 | 107 | -9 | 104
COc1ccc(Cn2cnc([N+](=O)[O-])c2)cc1[N+](=O)[O-] | -1 | 4 | 5 | -6 | 5 | 10 | 98 | -6 | 95
CC(=O)Nc1ccc(S(=O)(=O)Nc2ccc(C(=O)NCC(=O)O)cc2)cc1 | 2 | 1 | 2 | 1 | 2 | -14 | 101 | -16 | 103
CC(C)(C)C1=Nn2c(nnc2-c2ccccn2)SC1 | 7 | -4 | 2 | -9 | -10 | 18 | 95 | -3 | 96
C(=C\c1ccccc1)/C=N/Nc1nc2ccccc2s1 | 5 | 0 | 5 | 1 | 14 | 18 | 101 | -1 | 104
O=C(COC(=O)CC1c2ccccc2CCN1S(=O)(=O)c1ccc(F)cc1)Nc1ccccc1 (stereo not given) | -4 | 7 | 3 | 9 | -5 | 24 | 105 | 1 | 101
COc1ccc(O)c(C=Nc2cc(NC(C)=O)c(Cl)cc2Cl)c1 | 4 | -1 | 6 | 0 | 8 | 6 | 97 | -1 | 97
COc1cccc(NC(=O)C2CC2(c2cccc(OC)c2)c2cccc(OC)c2)c1 (stereo not given) | 9 | 7 | 2 | -1 | -16 | 1 | 102 | -6 | 108
O=C(Nc1ccccc1F)c1cc2nc(C(F)F)cc(C(F)F)n2n1 | 3 | 8 | -2 | 3 | 13 | 14 | 78 | 6 | 78
CS(=O)(=O)N(Cc1cccc(CN(C(C(=O)O)c2ccccc2)S(C)(=O)=O)c1)C(C(=O)O)c1ccccc1 (stereo not given) | 0 | -2 | -1 | -1 | -4 | 1 | 106 | 5 | 105
COc1ccccc1-c1nc2ccc(Cl)cc2c(=O)n1O | -6 | 3 | 0 | 5 | 17 | -14 | 106 | -10 | 104
CCCCCC(=O)NC(=S)Nc1ccc(NC(=O)c2ccco2)cc1 | -7 | 1 | 2 | -1 | -4 | 22 | 104 | 7 | 102
C=CCNC(=O)/C(=C\C=C\c1ccccc1)NC(=O)c1ccccc1Cl | -13 | 0 | -3 | -2 | -13 | 20 | 96 | -3 | 95
Cc1ccc(S(=O)(=O)NCC2CCC(C(=O)NCc3ccccn3)CC2)cc1 (stereo not given) | -3 | -5 | 1 | -1 | 2 | 8 | 100 | 5 | 101
Cc1noc(C)c1C(=O)OCC(=O)Nc1cccc(S(=O)(=O)N(C)C)c1 | -2 | 13 | 4 | 0 | 13 | 11 | 100 | -3 | 103
CCCc1nc2scc(-c3ccccc3)c2c(=O)n1N | 6 | 5 | -2 | 10 | 5 | 14 | 105 | -2 | 102
COc1ccccc1NC(=O)N1CCN(c2ccc3nncn3n2)CC1 | -5 | -1 | 6 | -2 | 0 | 20 | 97 | -11 | 99
CC(=O)Nc1nc(CC(C)C)cc2c1c(=O)oc1ccccc12 | -2 | 1 | -4 | -9 | 10 | 28* | 92 | 6 | 89
O=Cc1cccc(OC(=O)/C=C/c2ccco2)c1 | 17 | 8 | 2 | -1 | 47 | 8 | 87 | 1 | 94
C=C1CCN([C@@H](CC(C)C)C(=O)NCc2ccc(Cl)cc2)S(=O)(=O)c2ccccc21 | · | 3 | 6 | 2 | · | · | 105 | · | 108
COc1ccccc1C(=O)NC(=S)Nc1ccc(Cc2ccncc2)cc1 | 1 | 6 | -4 | -2 | -15 | -1 | 93 | -2 | 91
CCOC(=O)N1CCC(N2C(=O)c3ccccc3C2Nc2cc(Cl)c(OC)cc2OC)CC1 (stereo not given) | -8 | 4 | -1 | 8 | -14 | 16 | 108 | -5 | 110
COc1cc(NC(=S)NC(C)(C)C)c(OC)cc1Cl | -1 | 1 | 2 | 0 | -1 | -14 | 101 | -5 | 100
COc1ccccc1N1CCN(S(=O)(=O)/C=C/c2ccccc2)CC1 | -4 | 3 | 2 | 6 | 3 | 41 | 102 | -8 | 102
O=C1c2ccccc2C(=O)c2c1cccc2N1CCN(Cc2ccccc2)CC1 | -2 | 3 | 3 | 9 | 0 | 13 | 124 | -15 | 111
O=S(=O)(c1ccc(Cl)cc1)N1CCCC(C(F)(F)F)C1 (stereo not given) | 0 | 8 | 0 | 3 | -4 | 3 | 103 | 2 | 105

Other structures:
SMILES | PfM18AAP inh | IDE inh | IDE act | MEKK2 mut-MEK5 | UBC9 SUMO inh | NALP1 yeast inh | MEKK2 WT-MEK5 | p-CIP stab down | MEKK3 PB1 HTS
CC(=O)c1cccc(NC(=S)NC(=O)c2ccccc2C)c1 | 7 | 7 | -3 | 1 | -4 | -8 | 99 | 6 | 99
Cc1cc(C)n(-c2nc3ccccc3nc2N2CCN(C(=O)c3ccc(F)cc3)CC2)n1 | 4 | 4 | 2 | 5 | 1 | -7 | 103 | -1 | 104
O=C(CSc1nnc(-c2ccc(O)cc2)o1)Nc1ccccc1Br | 16 | 1 | 5 | 1 | 2 | -1 | 94 | -6 | 101
CC1SCC(=O)N(CC(=O)Nc2ccc3c(c2)OCO3)C1=O (stereo not given) | -5 | -2 | 2 | 11 | 5 | 34 | 108 | -7 | 102
Cc1cccc(NC(=O)CCCN2C(=S)NC(C)(C)CC2C)c1C (stereo not given) | -14 | 0 | 3 | -3 | -9 | 1 | 93 | 11 | 96
O=C(OCC(=O)c1c[nH]c2ccccc12)c1cccc(O)c1 | -15 | -1 | 2 | -4 | -16 | 20 | 94 | -6 | 94
